# Assay outcomes from PubChem.
# RBBP9 inhibitor – blocks human serine hydrolase RBBP9 | AID 1515 | recombinant RBBP9, FP-Rh probe fluorescence polarization | O75884 | inhibition, % at 7.94 µM | 220,000 compounds, 0.2% hits;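 active = inhibition above the campaign mean of all tested compounds plus 3 SD, cut at about 14% in these data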;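 also: plate controls were DMSO wells with RBBP9 for no effect and wells lacking RBBP9 protein for full effect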
# Target sequence (O75884 whole entry, looked up): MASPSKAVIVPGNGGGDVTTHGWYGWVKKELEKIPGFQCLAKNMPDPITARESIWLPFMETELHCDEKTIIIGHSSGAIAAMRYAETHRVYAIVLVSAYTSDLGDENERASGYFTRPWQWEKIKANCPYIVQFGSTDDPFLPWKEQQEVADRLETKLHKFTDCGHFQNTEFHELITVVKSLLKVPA
#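 Controls: DMSO-treated enzyme wells and wells lacking RBBP9 | Material: RBBP9 protein | Technique: Fluorescence polarization | Replication: Single well per compound, no replicates | Buffer or medium: Tris-NaCl-Pluronic buffer, pH 8.0 | Timing: 30 min compound preincubation, 45 min probe labeling, 25 °C | Read-out basis: Percent inhibition from mP, scaled between DMSO and no-protein wells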
# PPC-1+TRAIL kill – compounds killing PPC-1 cancer cells with TRAIL present (potentiator screen, no TRAIL-free arm); PPC-1 cells + TRAIL, ATPLite viability luminescence; cell killing (% activity), % at 4 µM; 220,000 compounds, 0.41% hits; AID 1443;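 active = cell killing above 50% in the first pass at 4 µM, then a duplicate retest at 5 µM averaging 50% or more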;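 also: plate controls were cells with TRAIL plus DMSO for no effect and medium-only wells lacking cells for full effect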
# CHOP inh – CHOP inhibition in unfolded protein response | CHO-K1 CHOP-promoter luciferase, tunicamycin-induced, 15-18 h | inhibition, % at 10 µM | 220,000 compounds, 3.8% hits | AID 2732;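 active = compounds that reduced the stress-induced luciferase reporter signal by more than about 70% of percent inhibition, limit read from the data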;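 also: 0% = tunicamycin plus vehicle and 100% = wells without tunicamycin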
# TNF death inh – inhibitors of TNF-alpha induced necroptosis in Jurkat FADD-/- cells; Jurkat FADD-/- TNF necroptosis rescue, ATP luminescence, 24 h; 0 = TNF only, 100 = no-TNF cells; activation (protection from cell death), % at 10 µM; 220,000 compounds, 0.068% hits; AID 463075;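 active = activation, meaning protection from cell death, of at least 50% relative to plate controls; inactive = activation below 50%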;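 also: necroptosis triggered by 40 ng/mL TNF-alpha added together with compound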
# Wee1 degr inh – inhibitors of human Wee1 degradation. P30291. HeLa Luc-Wee1K328M stability, luciferase luminescence; 100% = proteasome inhibitor MG132 effect. reporter increase, % at 5 µM. 220,000 compounds, 1.2% hits;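 active = activation above the mean of all tested compounds plus 3 SD, set per screening run, cut at about 8.8% in these data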;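 also: cells exposed to compound for 20 h before luminescence read; 0% = DMSO alone and 100% = MG132 at 30 µM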
# Target sequence (P30291 whole entry K328M): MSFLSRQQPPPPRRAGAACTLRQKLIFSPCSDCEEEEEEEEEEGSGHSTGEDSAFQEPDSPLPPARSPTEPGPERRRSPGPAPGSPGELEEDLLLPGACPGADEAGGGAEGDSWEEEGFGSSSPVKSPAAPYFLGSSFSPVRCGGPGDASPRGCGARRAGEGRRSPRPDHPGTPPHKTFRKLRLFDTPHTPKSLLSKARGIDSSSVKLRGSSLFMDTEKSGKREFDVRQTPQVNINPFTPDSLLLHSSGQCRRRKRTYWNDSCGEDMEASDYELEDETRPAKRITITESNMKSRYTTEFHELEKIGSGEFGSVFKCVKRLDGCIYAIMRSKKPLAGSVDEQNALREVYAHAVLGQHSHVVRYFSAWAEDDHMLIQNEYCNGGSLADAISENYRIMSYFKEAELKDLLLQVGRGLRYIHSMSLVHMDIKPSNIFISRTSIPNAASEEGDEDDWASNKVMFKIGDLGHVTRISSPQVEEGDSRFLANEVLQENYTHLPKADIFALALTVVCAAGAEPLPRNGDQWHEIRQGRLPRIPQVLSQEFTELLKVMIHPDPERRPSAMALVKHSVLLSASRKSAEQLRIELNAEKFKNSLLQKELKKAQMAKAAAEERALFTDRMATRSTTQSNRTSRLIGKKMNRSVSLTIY
# Ba/F3 V617F tox – loss of viability in JAK2V617F-driven Ba/F3 cells. Ba/F3 EpoR-JAK2V617F viability, ATP luminescence. inhibition, % at 5.6 µM. 220,000 compounds, 1.1% hits;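 active = inhibition above the campaign mean plus 3 SD over all tested compounds, cut at about 24% in these data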;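 also: cytokine-independent growth of Ba/F3 cells driven by EpoR plus mutant JAK2; 0% = DMSO-treated cells and 100% = JAK inhibitor I control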
# zfTRPN1 agonist – activates the zebrafish TRPN1 channel | HEK293 zebrafish TRPN1-YFP, Fluo-8 calcium fluorescence; 100% = response to 87 µM carbachol | activation, % at 3 µM | 220,000 compounds, 0.18% hits;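 active = activation above its plate's cutoff, the mean activation of test wells on that plate plus 3 SD, cut at about 19% in these data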;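 also: 0% = DMSO alone and 100% = 87 µM carbachol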
#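 Material – zebrafish TRPN1-YFP in HEK293 cells · Doses – 3 µM single point · Schedule – dye 1 h 37 °C plus 30 min RT · Signal – Fluo-8 calcium fluorescence, excitation 470-495 nm, emission 515-575 nm · Read-out – % activation versus carbachol response · Control set – carbachol high, DMSO low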
# BaF3 tox – parental Ba/F3 viability inhibition as JAK2V617F counter-screen; CellTiter-Glo ATP luminescence; inhibition, % at 5.6 µM; 220,000 compounds, 1.1% hits; AID 1486;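 active = inhibition above a per-campaign cutoff, the mean inhibition of all tested compounds plus 3 SD, cut at about 27% in these data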;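 also: 0% = DMSO wells and 100% = JAK Inhibitor I control wells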
# TRPML3 ag – activates the human TRPML3 channel | HEK293 TRPML3-YFP, Fluo-8 calcium fluorescence; 100% = the carbachol control signal | activation, % at 3 µM | 220,000 compounds, 0.29% hits | AID 1448;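 active = activation above its plate's cutoff, the mean activation of the plate's test wells plus 3 SD, cut at about 12% in these data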;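 also: 0% = DMSO only wells and 100% = carbachol wells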
#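 Test system: TRPML3-YFP stable HEK293 cells. Doses: single point at 3 µM. Incubation: dye loading 1 h 37 °C then 30 min ambient, 125 s read. Signal: Fluo-8 calcium dye fluorescence, ex 470-495, em 515-575 nm. Measure: percent activation from peak-to-basal fluorescence ratio, scaled between DMSO and carbachol.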
# * = called active by the depositor; · = not tested or not shown. Compounds were not picked by outcome. About 6.8% of those tested had a hit in this group.
# The opening five records, to show the layout:
# Results follow in this order: RBBP9 inhibitor	PPC-1+TRAIL kill	CHOP inh	TNF death inh	Wee1 degr inh	Ba/F3 V617F tox	zfTRPN1 agonist	BaF3 tox	TRPML3 ag
COc1ccc(C(C)=O)cc1CSc1ncccn1
→ -0.2	10.4	22.3	-0.7	-0.2	1.6	-0.1	9.9	0.4
Cc1nn(C)c(C)c1/C=N/N=C1\CCC2C3CCc4cc(O)ccc4C3CCC12C (centres undefined)
→ -6.9	15.8	23.9	-1.3	-1.1	1.9	0.3	5.5	0.3
C=CCn1c(CCNC(=O)c2cccs2)nnc1SCC(=O)Nc1cccc(C(C)=O)c1
→ 5.7	10.1	-2.1	0.4	-1.2	-0.5	0.1	0.5	0.1
O=C(Cn1nc(C(F)F)cc1C1CC1)NCCC1=CCCCC1
→ 3.1	44.2	13.8	-1.5	1.1	3.9	-1.4	3.3	-0.4
O=C(COC(=O)Cc1ccsc1)NCc1ccc(Cl)cc1
→ -2.7	14.0	13.8	1.6	-1.2	-2.5	-1.8	4.8	-0.4

# Results, from the first entry:
# Results follow in this order: RBBP9 inhibitor	PPC-1+TRAIL kill	CHOP inh	TNF death inh	Wee1 degr inh	Ba/F3 V617F tox	zfTRPN1 agonist	BaF3 tox	TRPML3 ag
COc1ccc(C(C)=O)cc1CSc1ncccn1
→ -0.2	10.4	22.3	-0.7	-0.2	1.6	-0.1	9.9	0.4
Cc1nn(C)c(C)c1/C=N/N=C1\CCC2C3CCc4cc(O)ccc4C3CCC12C (centres undefined)
→ -6.9	15.8	23.9	-1.3	-1.1	1.9	0.3	5.5	0.3
C=CCn1c(CCNC(=O)c2cccs2)nnc1SCC(=O)Nc1cccc(C(C)=O)c1
→ 5.7	10.1	-2.1	0.4	-1.2	-0.5	0.1	0.5	0.1
O=C(Cn1nc(C(F)F)cc1C1CC1)NCCC1=CCCCC1
→ 3.1	44.2	13.8	-1.5	1.1	3.9	-1.4	3.3	-0.4
O=C(COC(=O)Cc1ccsc1)NCc1ccc(Cl)cc1
→ -2.7	14.0	13.8	1.6	-1.2	-2.5	-1.8	4.8	-0.4
O=C(O)Cn1c(SCCOc2ccccc2)nc2ccccc21
→ -7.2	9.0	-28.6	0.8	7.8	-0.5	0.0	3.6	-0.2
O=C(COc1ccc([N+](=O)[O-])cc1Cl)NCC1CCCO1 (centres undefined)
→ 5.4	-21.4	-4.2	0.0	2.3	0.9	0.7	6.9	0.7
O=C(Nc1ncccn1)c1ccc([N+](=O)[O-])cc1
→ -1.3	0.7	2.7	1.3	-1.4	-1.6	0.2	1.6	1.0
CCc1cccc2cc3c(N)c(C(=O)Nc4ccc(S(=O)(=O)N5CCCC5)cc4)sc3nc12
→ -6.5	-9.8	34.6	4.3	3.1	-3.0	1.7	-0.1	2.3
Cc1cc(C)nc(SCCS(=O)(=O)Cc2ccccc2)n1
→ -2.5	-6.5	-25.6	0.1	-1.8	-3.0	0.1	-0.2	-0.4
Cc1ccc(NC(=O)Nc2nc3ccccc3s2)cc1NC(=O)Nc1nc2ccccc2s1
→ -11.7	-5.3	5.0	-0.7	2.5	-2.2	2.4	-1.8	1.4
Cc1cc([N+](=O)[O-])nn1CC(=O)Nc1ccccn1
→ -8.9	·	-4.9	0.6	-1.2	2.2	1.1	6.9	0.6
Cc1cc(C(=O)CSc2nc3ccccc3c(=O)[nH]2)c(C)n1CC1CCCO1 (centres undefined)
→ 3.9	1.4	43.7	0.0	1.0	35.0*	8.1	39.9*	3.9
O=C(NCCO)Nc1ccc2nc(-c3ccco3)c(-c3ccco3)nc2c1
→ 15.1*	9.0	-13.3	0.7	5.2	-0.3	-0.7	2.4	-0.1
CC(C)C(C(=O)NCc1ccco1)N(C(=O)CNS(=O)(=O)c1ccc(Cl)cc1)C1CCCC1 (centres undefined)
→ -4.2	24.6	10.8	-0.2	4.7	4.2	0.1	7.3	-0.1
Cc1csc(NC(=O)CSc2ncn(-c3ccccc3)n2)n1
→ -7.4	6.5	-3.4	-0.2	-2.2	-1.5	-0.7	8.4	0.3
CCOc1ccc(-c2csc(NC(=O)c3ccc(S(=O)(=O)N4CCc5ccccc5C4)cc3)n2)cc1
→ -8.8	8.7	0.6	0.8	-0.8	-0.4	0.6	3.3	0.3
CCN1CCN(C(=O)CSc2nc(N)cc(N)n2)CC1
→ -12.9	-13.9	25.4	-0.7	-2.8	1.4	0.3	8.0	1.4
Cc1ccc(-n2c(-c3cccc(C)c3)n[nH]c2=S)cc1
→ -8.9	-6.6	-9.6	-0.3	-0.8	-1.6	-1.1	2.4	-0.5
CCn1c(C)nc([N+](=O)[O-])c1Sc1ccc(F)cc1
→ -6.8	28.3	43.8	0.2	2.3	5.2	1.2	4.8	-0.6
COC(=O)c1sc2cc(C(F)(F)F)cnc2c1-c1ccccn1
→ 6.8	11.8	24.4	0.2	2.3	-2.1	0.0	-0.2	0.2
COc1ccc(N2CCN(c3oc(-c4ccc(OC)c(OC)c4)nc3C#N)CC2)cc1
→ 4.6	26.4	9.5	2.0	-0.3	-4.5	0.3	0.8	0.0
c1cc(-n2cnnn2)ccc1NC1=NCCC1
→ -3.5	10.4	24.6	0.0	2.4	4.4	1.2	9.1	-0.4
Cc1ccc(N2C(=O)CC(N3CCc4ccccc43)C2=O)cc1Cl (centres undefined)
→ 1.6	6.3	19.2	-0.2	6.5	5.2	-0.6	11.3	1.1
C=CCN(C(=O)c1cccc(S(=O)(=O)N2CCN(C)CC2)c1)c1nc(-c2ccccc2)cs1
→ -7.1	14.4	10.1	-3.7	-0.5	1.4	1.1	5.5	1.1
O=C(CCSc1ccccc1)Nc1nccs1
→ -1.8	21.5	18.5	2.5	-2.6	-3.1	0.6	3.4	0.3
Cc1ccccc1NS(=O)(=O)c1ccc(OCC(=O)NCc2cccnc2)cc1
→ -2.6	11.1	25.0	1.4	3.7	1.0	1.5	7.3	0.8
O=C(O)c1cccc(N2C(=S)N=C(Nc3ccccc3)C23CCCCC3)c1
→ -9.2	10.8	15.6	0.6	0.0	-1.9	0.1	1.3	0.9
O=C(/C=C/c1cccc(Cl)c1)NCc1ccccc1
→ -3.5	10.9	-14.9	3.2	-0.5	2.7	-3.2	4.5	-0.9
CN(CC(=O)Nc1cc([N+](=O)[O-])ccc1Cl)Cc1ccc(Br)cc1
→ -5.5	5.6	36.8	2.5	-4.0	-1.8	-2.2	3.2	-0.2
COC(=O)c1ccccc1NC(=S)N1CCN(C2CCCCC2)CC1
→ 0.5	9.9	-7.8	0.7	1.8	-3.7	-0.7	-1.8	0.6
O=C(CCn1c(=O)c2ccccc2n(Cc2ccccc2)c1=O)NCc1ccc2c(c1)OCO2
→ 6.8	-20.5	45.6	2.4	2.8	0.8	0.3	5.8	1.0
CC(C)c1ccc(OCc2nc(-c3ccccn3)no2)c(Br)c1
→ -3.6	-2.4	70.6*	-1.7	0.7	-3.0	-1.0	4.7	-0.9
Cc1onc(-c2c(Cl)cccc2Cl)c1NC(=O)NNc1ccccn1
→ 0.4	25.7	-9.0	-0.4	1.8	-1.9	0.6	-0.4	1.0
CCN1C(=O)CC(NCc2ccc(S(N)(=O)=O)cc2)C1=O (centres undefined)
→ 4.2	-12.0	5.8	0.1	-3.4	-1.8	1.2	2.2	0.4
Cc1ccc(-c2cc(C(=O)NCc3ccco3)c3ccccc3n2)o1
→ -8.4	9.1	-45.3	-7.7	-1.7	-3.8	0.0	-0.4	0.1
COC(=O)COc1ccc(S(=O)(=O)Nc2ccc(C(N)=O)cc2)cc1C
→ -9.0	0.5	30.1	-0.8	-1.3	3.7	-0.8	2.8	-0.5
CC(=O)c1cccc(NS(C)(=O)=O)c1
→ -5.0	-9.1	-2.1	0.3	5.5	-0.6	-0.2	8.7	1.0
O=C(C1=C(O)C(=O)N(Cc2ccco2)C1c1ccccc1F)c1cccs1 (centres undefined)
→ -6.0	·	-8.6	0.0	-0.8	-0.3	1.0	-0.9	0.6
CC1(C)CC2(CC(c3ccccc3F)c3ccc(O)c(O)c3O2)NC(=S)N1 (centres undefined)
→ -4.6	4.7	5.0	0.5	2.0	0.6	0.7	5.8	0.0
CC1(C)NC(=O)N(CC(=O)O)C1=O
→ -9.1	-0.5	-2.5	-1.9	-2.8	-0.5	0.0	2.6	0.8
CN(C)/C=C/C(=O)c1cnc2sccn2c1=O
→ -4.6	-16.3	12.6	-0.2	2.1	2.1	2.2	12.3	0.8
O=C(NC(Cc1c[nH]c2ccccc12)C(=O)O)c1ccc(Br)cc1 (centres undefined)
→ -2.5	21.2	3.2	1.0	-2.7	-1.5	0.6	2.0	-0.2
CCOc1ccc(-n2c(SCC(=O)NCc3ccco3)nnc2-c2c[nH]c3ccccc23)cc1
→ -2.6	7.7	28.2	0.3	2.9	-0.8	-0.4	5.0	-0.4
Cc1nn(C)cc1NC(=O)c1ccc(Br)o1
→ -4.7	25.4	7.4	0.5	0.1	2.9	1.8	4.0	0.6
Cc1ccc(O)c(C(=O)c2cnn(-c3ccc(S(=O)(=O)N4CCOCC4)cc3[N+](=O)[O-])c2)c1
→ -2.2	20.6	-26.3	1.8	-0.8	-2.4	-0.8	2.3	0.2
CCCN1Cc2cccc(C(=O)Nc3ccc(-c4nc5ccccc5[nH]4)cc3)c2C1=O
→ -0.9	15.5	75.3*	1.8	1.0	-0.5	0.7	3.1	0.5
CCCC1CCC(c2ccc(C(=O)NN)cc2)CC1 (centres undefined)
→ -7.1	9.9	61.7	-8.7	1.0	3.0	0.3	6.5	-0.4
COc1nc(SC)nc(Cl)c1Cc1ccc(OC(C)C)cc1
→ 2.8	-4.1	46.4	1.8	-1.9	-6.3	-0.2	1.4	0.3
Cc1cc(C)n(CC(O)COCc2ccco2)n1 (centres undefined)
→ -3.0	-3.3	14.8	-2.8	3.2	1.9	0.8	3.4	0.4
COc1ccc2c(c1)c(C(=O)N1CCN(C)CC1)c(C)n2-c1ccccc1
→ -3.4	15.4	-10.0	-0.3	-1.4	1.1	0.7	6.4	0.2
CC(C)(C(=O)c1ccccc1)/[N+]([O-])=C/c1ccccc1F
→ -11.4	·	·	-3.1	-1.6	-4.0	0.6	1.7	0.5
